GPR35 antagonists: GPR35 antagonists blocking zaprinast-driven arrestin recruitment, primary screen, imaging, U2OS, beta-arrestin-GFP, zaprinast agonist (AID 2058). U2OS GPR35 beta-arrestin-GFP translocation imaging, zaprinast antagonism; higher % means a stronger effect. inhibition, % at 10 µM, or IC50 in µM where a hit was titrated. 0.052% of 290,000 active;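 active = inhibition of at least 50% with at least 30 cells and total cytoplasm GFP at most 10,000,000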
Rac1 GTP hydrolysis: MgcRacGAP GTPase-activating activity inhibitors, confirmation, biochemical, ADP Hunter fluorescence | inhibition, % at 30 µM; hits with a dose series show IC50 in µM | 0.6% of 340,000 active | MgcRacGAP-stimulated Rac1 GTP hydrolysis, ADP Hunter fluorescence; higher % means a stronger effect; GST-tagged Rac1 F28L mutant substrate;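 active = first-screen hits whose inhibition reached a set limit at any dose in the follow-up dose series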;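 also: fluorescence reports GDP produced by GAP-driven GTP hydrolysis; strong numbers were not always called active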
LYP inhibition: PTPN22 lymphoid phosphatase activity blockers – biochemical, fluorescence intensity, uHTS (AID 1779); inhibition, % at 11.5 µM, or IC50 in µM where a hit was titrated; recombinant LYP phosphatase, fluorescence intensity; higher % means a stronger effect; 0.054% of 290,000 active; in the data active = inhibition above about 50%;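 also: plate controls were vehicle with enzyme for no effect and no enzyme for full effect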
GPR55 antagonists: GPR55 antagonists blocking LPI-driven arrestin recruitment, primary screen, imaging, U2OS, beta-arrestin-GFP, LPI agonist (AID 2013); U2OS GPR55 beta-arrestin-GFP translocation imaging, LPI antagonism; higher % means a stronger effect; inhibition, % at 10 µM; hits with a dose series show IC50 in µM; 0.13% of 290,000 active;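 active = spots per cell inhibited over 60%, with over 100 cells counted and total cytoplasm intensity under 500,000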;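 also: U2OS cells stably carrying GPR55 and arrestin-GFP stimulated by 5 µM LPI near EC80; imaged beta-arrestin-GFP aggregate spots per cell after agonist stimulation; plate controls were LPI-stimulated DMSO wells for no effect and DMSO wells without LPI for full effect; some results filed as inactive read as strong as hits; confirmed hits need IC50 under 10 µM and bright autofluorescent wells are also inconclusive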
GPR55 beta-arrestin: GPR55 agonists via beta-arrestin recruitment, primary screen, imaging, U2OS cells, beta-arrestin-GFP redistribution (AID 1961); U2OS GPR55 beta-arrestin-GFP redistribution imaging; higher % means a stronger effect; 0.048% of 290,000 active; activation, % at 10 µM, or EC50 in µM where a hit was titrated;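 active = activation above 40% with more than 50 cells counted in the well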;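 also: U2OS osteosarcoma cells stably expressing GPR55 and beta-arrestin-GFP; plate controls were DMSO negative control for no effect and LPI positive control for full effect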
SV40 large T antigen: TAg ATPase/helicase activity blockers – biochemical (AID 1903); 0.39% of 310,000 active; SV40 large T antigen ATPase/helicase inhibition assay; higher % means a stronger effect; inhibition, % at 20 µM, or IC50 in µM where a hit was titrated; in the data active = a potency from the dose series; also: strong numbers were not always called active
NTR1 ag: NTR1-driven beta-arrestin-GFP spot formation – imaging, U2OS cells, high content, primary screen (AID 493036); P30989; agonist mode; activation, % at 20 µM; 0.17% of 330,000 active;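 active = activation at or above 40% of the spot to cytoplasm intensity ratio, with at least 20 cells analyzed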;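 also: 0% = DMSO without peptide and 100% = 100 nM NTR1 peptide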
Target sequence (P30989 whole entry, looked up): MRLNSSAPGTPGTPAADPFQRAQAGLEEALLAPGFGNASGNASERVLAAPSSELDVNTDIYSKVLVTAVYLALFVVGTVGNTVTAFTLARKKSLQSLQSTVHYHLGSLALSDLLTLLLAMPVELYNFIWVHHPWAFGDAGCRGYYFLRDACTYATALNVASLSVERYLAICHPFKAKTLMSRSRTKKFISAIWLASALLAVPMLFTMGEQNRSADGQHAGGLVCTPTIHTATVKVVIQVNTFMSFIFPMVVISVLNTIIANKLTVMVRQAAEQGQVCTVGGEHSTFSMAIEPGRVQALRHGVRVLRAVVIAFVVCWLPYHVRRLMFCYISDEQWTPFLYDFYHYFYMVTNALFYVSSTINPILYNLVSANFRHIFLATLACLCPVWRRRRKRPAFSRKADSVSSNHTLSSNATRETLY
T cell modulator: T cell immune modulators affecting CD8 T cell-vesicle binding | 2C CD8+ T cell-vesicle binding, flow cytometry; hits give low values | calls only at 7 µM | 0.068% of 330,000 active;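 active = response, share of CD8 T cells binding vesicles, and their 90th percentile fluorescence all below set limits, cut at about 80% in these data, passing the limit was not always enough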
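Incubation: binding step 1.5 h, 37 °C, antibody labelling 20 min, ice; system: murine 2C transgenic CD8+ T lymphocytes; technique: cytometric PE anti-B7-1 and Alexa647 anti-CD8 signals after 1% paraformaldehyde fixation; also added: QL9-charged Drosophila Ld/ICAM-1/B7-1 vesicles; control set: naked versus QL9-loaded vesicles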
Lipid droplet: hepatic lipid droplet formation modulation | AML12 mouse hepatocytes, oleate lipid droplets, BODIPY imaging | 0.4% of 240,000 active | AID 1656 | inhibition, % at 6.5 µM;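 active = lipid droplet intensity inhibited by at least 50%, with more than 500 cells counted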
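Test system: AML12 mouse liver cells; schedule: overnight exposure; technique: high-content imaging of BODIPY-stained droplets and DAPI nuclei; read-out: % inhibition of corrected integrated BODIPY droplet signal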
Lipid droplet cells 6.5 µM: further read-out of Lipid droplet, marked with its call; cell count; measured here: cell count, cytotoxicity flag;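 cells counted across two imaged fields per well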
T cell modulator vesicle-bound %: recorded beside T cell modulator, whose call it bears; double positive events, %; measured here: CD8+ vesicle-bound cell fraction;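 binding gate set so that unloaded-vesicle control wells show 10% double positive cells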
NTR1 ag cell count 20 µM: also measured in NTR1 ag; calls as there; cell count; measured here: cell count, cytotoxicity flag
Starred values were filed as active, the others as inactive; i = inactive; · = not tested or not shown.

Structure	GPR35 antagonists	Rac1 GTP hydrolysis	LYP inhibition	GPR55 antagonists	GPR55 beta-arrestin	SV40 large T antigen	NTR1 ag	NTR1 ag cell count 20 µM	T cell modulator	T cell modulator vesicle-bound %	Lipid droplet	Lipid droplet cells 6.5 µM
CC[C@H](C)[C@H](NS(=O)(=O)c1ccc(C)cc1)C(=O)N1CCC(C(=O)N[C@H](C(=O)O)C(C)C)CC1	6%	-9%	-7%	14%	-0.3%	13%	-0.1	82	i	25	·	·
CN(C)S(=O)(=O)Oc1ccc(C(=O)Nc2cccc(Cl)c2)cc1	-7%	10%	-4%	-12%	-0.1%	10%	0.8	83	i	52	-8	412
COc1ccccc1-n1cc2c([N+](=O)[O-])cc([N+](=O)[O-])cc2n1	4%	·	-3%	6%	0.0%	8%	5.1	45	i	29	-3	826
CCCOc1cccc(NC(=O)c2c(-c3ccccc3)noc2C)c1	10%	5%	-4%	-8%	-0.1%	-3%	-1.1	68	i	28	-2	710
O=C(Nc1ncc(Cc2ccccc2)s1)C1CCCO1 (stereo not given)	5%	4%	0%	12%	0.6%	3%	0.5	52	i	39	-3	729
COc1cccc(NC(=O)C2CCC(CNC(=O)[C@@H]3Cc4ccccc4CN3)CC2)c1 (stereo not given in full)	2%	3%	-10%	5%	-0.1%	8%	0.3	76	i	10	1	682
Cc1ccc(NC(=O)CC(C)S(=O)(=O)c2ccc3c(c2)NC(=O)CO3)cc1C (stereo not given)	-18%	-37%	-17%	2%	-0.3%	0%	1.5	60	i	9	-3	714
COc1ccccc1-n1c(SCC(=O)NC2CCS(=O)(=O)C2)nc2cc([N+](=O)[O-])ccc21 (stereo not given)	-16%	7%	-1%	1%	0.1%	5%	-0.4	65	i	46	-7	660
COc1ccc(/C(N)=N/OC(=O)c2ccc(OC)c([N+](=O)[O-])c2)cc1OC	10%	13%	-10%	2%	0.2%	18%	1.8	48	i	42	-23	702
O=C(O)c1cccc(OCc2ccccc2Cl)c1	13%	1%	-7%	3%	0.0%	2%	-0.6	80	i	49	·	·
Cc1ccc(CNC(=O)CSc2ccc(-c3cccs3)nn2)cc1	-2%	-9%	4%	0%	-0.1%	3%	-1.1	47	i	47	-17	690
Cc1ccc(N(C(=O)c2csnn2)C(C(=O)NC(C)(C)C)c2cccnc2)cc1C (stereo not given)	21%	7%	-2%	-2%	-0.1%	2%	1.9	49	i	34	-1	675
Cc1ccccc1-n1c(SCC(=O)c2cc(C)n(C)c2C)nnc1-c1ccncc1	7%	5%	-6%	2%	0.2%	6%	2.0	81	i	36	·	·
COC(=O)COc1ccc(C)cc1-n1nc2ccccc2n1	0%	0%	3%	4%	0.2%	12%	0.1	56	i	33	11	741
c1ccc(COc2ccc(OCCCn3cncn3)cc2)cc1	11%	1%	-9%	-1%	-0.1%	1%	-0.8	54	i	40	-1	736
Cc1ccc(-c2csc(NNC(=O)c3ccccc3)n2)cc1	·	5%	-2%	11%	0.2%	8%	-1.2	49	i	35	3	686
COc1cccc(=O)c2c(C)n(-c3ccc(C(=O)O)cc3)c(C)c12	-9%	9%	-8%	2%	-0.1%	37%	4.2	84	i	50	0	744
O=C(O)c1ccc(Cl)c(NCc2cccs2)c1	-3%	5%	-8%	1%	-0.2%	14%	-0.5	63	i	33	-2	831
Cc1ccc(/C=N/NC(=O)c2cc(C)oc2C)o1	-1%	18%	4%	0%	-0.3%	10%	-0.7	51	i	18	-44	668
O=C(NCCc1ccccc1)C1CCC(Cn2c(=O)c3ccccc3n(Cc3cccnc3)c2=O)CC1 (stereo not given)	-9%	3%	-4%	6%	-0.2%	2%	-0.1	45	i	16	21	612
CCOc1ccccc1NC(=O)C(OC(=O)c1ccccc1)c1ccccc1 (stereo not given)	9%	12%	7%	16%	0.6%	8%	3.7	39	i	27	7	616
CN1C(=O)/C(=C\c2cc(N=Nc3ccccc3)ccc2O)SC1=S	4%	14%	4%	20%	0.2%	1%	12	32	i	28	·	·
COc1ccc(OCC(=O)NCc2n[nH]c(=O)c3ccccc23)cc1	·	-6%	·	·	·	14%	-0.4	71	i	40	·	·
O=[N+]([O-])c1cccc2c(N3CCCC3)ccnc12	14%	10%	1%	-2%	-0.1%	7%	3.9	55	i	42	-16	696
Cc1cc(C)cc(NC(=O)COc2coc(CN3CCN(c4ccccc4)CC3)cc2=O)c1	·	4%	·	·	·	2%	1.4	47	i	40	·	·
CCCC1NC(=O)NC(C)=C1C(=O)OCC (stereo not given)	-2%	12%	3%	6%	-0.2%	4%	-0.4	62	i	48	1	675
CCN(CC(=O)Nc1ccc(OC)cc1)C(=O)c1cc(S(=O)(=O)N(C)C)ccc1N1CCCC1	·	1%	·	·	·	-3%	1.0	71	i	52	·	·
CCC(C)(C)n1nnnc1C(c1cc2ccc(C)cc2[nH]c1=O)N(Cc1cccnc1)Cc1ccco1 (stereo not given)	7%	10%	5%	-10%	-0.1%	1%	0.4	50	i	43	62*	722*
Cc1ccccc1OCc1nc2c3c(ncn2n1)-c1ccccc1CC31CCCC1	10%	9%	-3%	10%	-0.4%	-1%	1.4	59	i	34	-7	537
Cc1ccc(N(C(=O)CNC(=O)c2ccco2)C(C(=O)NC2CCCC2)c2ccncc2)c(C)c1 (stereo not given)	-5%	-1%	-5%	-11%	0.2%	10%	0.0	49	i	24	0	852

Next part:
Each structure is followed by: GPR35 antagonists | Rac1 GTP hydrolysis | LYP inhibition | GPR55 antagonists | GPR55 beta-arrestin | SV40 large T antigen | NTR1 ag | NTR1 ag cell count 20 µM | T cell modulator | T cell modulator vesicle-bound % | Lipid droplet | Lipid droplet cells 6.5 µM
- CC(=O)Nc1ccc(NC(=O)c2cc(-c3cc(C)cc(C)c3O)n[nH]2)cc1
→ -16% | 9% | -7% | -4% | -0.1% | 1% | -0.5 | 42 | i | 15 | · | ·
- CC1C(C#N)=C(SCC(N)=O)NC2=C1C(=O)CC(C)(C)C2 (stereo not given)
→ -10% | 1% | -3% | 4% | -0.3% | 6% | -0.3 | 50 | i | 57 | -2 | 728
- CC(C)NCCOCCOc1ccccc1F
→ 13% | 31% | 4% | 8% | -0.1% | 9% | -0.9 | 44 | i | 37 | 20 | 769
- O=C(CCCCCn1c(=O)[nH]c2ccsc2c1=O)NCc1ccc2c(c1)OCO2
→ 8% | -9% | 0% | 8% | 0.2% | -2% | -2.8 | 83 | i | 32 | · | ·
- COc1ccc(CC(=O)Nc2ccc3c(c2)CCC3)cc1OC
→ 3% | 4% | 1% | 2% | 0.0% | 9% | 0.4 | 51 | i | 33 | 28 | 717
- CCOCCCn1c(=N)c(C(=O)NCc2ccc3c(c2)OCO3)cc2c(=O)n3ccccc3nc21
→ 23% | · | -17% | -5% | -0.2% | -8% | 9.7 | 79 | · | · | · | ·
- CCOC(=O)C1CCCN(CCC(=O)Nc2ccc(Br)cc2)C1 (stereo not given)
→ 8% | 10% | -3% | -5% | -0.1% | -4% | -0.2 | 64 | i | 34 | -22 | 851
- C/C(CCC1CC(C)(C)OC1=O)=N\NC(N)=S (stereo not given)
→ 2% | 11% | -6% | -3% | -0.1% | 21% | 0.3 | 46 | i | 18 | -9 | 689
- CCONC(=NC)c1nonc1N
→ -2% | -2% | -5% | 5% | -0.2% | 6% | -0.1 | 107 | i | 53 | 6 | 667
- Cc1onc(-c2c(F)cccc2Cl)c1C(=O)N1C=CC(C(F)(F)F)=NCC1
→ -14% | -9% | 0% | 12% | 0.8% | 18% | 0.7 | 66 | i | 51 | · | ·
- Cc1cc(C)n2nc(SCc3cc(=O)oc4ccc5ccccc5c34)nc2n1
→ 11% | 5% | 0% | -3% | 0.0% | 12% | 0.7 | 53 | i | 1 | · | ·
- COc1ccc(Cl)cc1NC(=O)c1cc(-c2ccco2)on1
→ -1% | 6% | -8% | 2% | 0.1% | 2% | -0.3 | 53 | i | 20 | -4 | 797
- CCOc1ccc(C2(C)NC(=O)N(CCN(C)C)C2=O)cc1 (stereo not given)
→ 4% | 8% | -1% | 0% | 0.1% | 11% | -1.5 | 53 | i | 52 | -3 | 807
- Cc1cc(=O)[nH]c(N/N=C/c2cccc([N+](=O)[O-])c2)n1
→ 24% | · | -3% | 2% | 0.2% | 17% | 2.0 | 32 | i | 46 | 0 | 663
- CCN(CC)S(=O)(=O)c1ccc(C)c(NC(=S)N2CCN(C/C=C/c3ccccc3)CC2)c1
→ 0% | 5% | 2% | -14% | 0.1% | 7% | 2.5 | 36 | i | 42 | -40 | 657
- CN(C)C(CNC(=O)c1cccnc1Sc1ccccc1)c1ccco1 (stereo not given)
→ -7% | 7% | -5% | 18% | 0.3% | 2% | 0.1 | 70 | i | 26 | 4 | 728
- O=C(NC(=S)Nc1ccc(S(=O)(=O)N2CCCC2)cc1)C1CC1
→ -11% | 2% | -2% | -13% | -0.1% | 9% | 2.5 | 49 | i | 35 | 16 | 627
- CC1CC(C)CN(C(=O)c2cccc3c2-c2ccccc2C3=O)C1 (stereo not given)
→ 6% | 12% | -1% | -2% | -0.1% | 16% | 0.4 | 58 | i | 18 | -14 | 669

Single records, as listed above.
Listed for CC(C)NCCOCCOc1ccccc1F → GPR35 antagonists = 13%; Rac1 GTP hydrolysis = 31%; LYP inhibition = 4%; GPR55 antagonists = 8%; GPR55 beta-arrestin = -0.1%; SV40 large T antigen = 9%; NTR1 ag = -0.9; NTR1 ag cell count 20 µM = 44; T cell modulator = i; T cell modulator vesicle-bound % = 37; Lipid droplet = 20; Lipid droplet cells 6.5 µM = 769
Listed for CCONC(=NC)c1nonc1N → GPR35 antagonists = -2%; Rac1 GTP hydrolysis = -2%; LYP inhibition = -5%; GPR55 antagonists = 5%; GPR55 beta-arrestin = -0.2%; SV40 large T antigen = 6%; NTR1 ag = -0.1; NTR1 ag cell count 20 µM = 107; T cell modulator = i; T cell modulator vesicle-bound % = 53; Lipid droplet = 6; Lipid droplet cells 6.5 µM = 667

Screening data from PubChem.
